Source: PubChem
RAD54 inh: inhibitors of human RAD54 branch migration; inhibition, % at 10.4 µM; RAD54 Holliday junction branch migration, FAM/BHQ fluorescence; 360,000 tested, 0.14% active;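 active means mean normalized replicate activity at least 40 and at least half of replicates scoring 40 or more; inconclusive means only one of the two criteria met; inactive means mean below 40 and under half of replicates reaching 40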;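 further: 0% = median of neutral control wells and 100% = median of positive control wells; inhibitors cause a drop in the FAM fluorescence signal; in these data hits start at about 50%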
Target sequence (Q92698 whole entry, looked up): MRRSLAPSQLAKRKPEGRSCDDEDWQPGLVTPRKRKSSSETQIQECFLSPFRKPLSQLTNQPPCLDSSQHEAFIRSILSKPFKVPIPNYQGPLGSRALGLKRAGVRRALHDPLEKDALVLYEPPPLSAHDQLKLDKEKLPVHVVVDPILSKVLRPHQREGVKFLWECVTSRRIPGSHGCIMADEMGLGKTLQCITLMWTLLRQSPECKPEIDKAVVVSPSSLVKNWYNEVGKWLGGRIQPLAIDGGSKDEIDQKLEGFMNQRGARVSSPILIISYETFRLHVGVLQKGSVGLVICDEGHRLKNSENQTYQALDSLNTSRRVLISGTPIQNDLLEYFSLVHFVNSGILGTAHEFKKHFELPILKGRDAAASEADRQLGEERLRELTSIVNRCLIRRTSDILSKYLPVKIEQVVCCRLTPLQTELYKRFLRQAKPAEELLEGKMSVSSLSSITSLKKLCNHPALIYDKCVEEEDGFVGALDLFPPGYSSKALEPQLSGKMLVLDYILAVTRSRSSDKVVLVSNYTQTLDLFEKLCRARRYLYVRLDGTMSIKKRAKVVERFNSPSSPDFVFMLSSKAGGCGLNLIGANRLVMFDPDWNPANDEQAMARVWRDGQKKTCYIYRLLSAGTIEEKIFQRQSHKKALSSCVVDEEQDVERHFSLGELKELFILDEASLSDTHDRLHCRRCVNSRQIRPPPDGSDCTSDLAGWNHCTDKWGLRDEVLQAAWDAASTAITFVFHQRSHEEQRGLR
E-selectin induc: E-selectin induction on HUVECs; P16581; HUVEC E-selectin immunofluorescence imaging; normalized: neutral wells 0, TNF-alpha wells 100; activation, % at 7.58 µM; 260,000 tested, 0.37% active;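 active means mean E-selectin-positive cell signal at least 10% of the positive control, reached in at least 60% of replicates, without over 20% cell loss; inconclusive means no rule given, readout overlaps actives, possibly toxicity-flagged; inactive means the rest, including those meeting only one limit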;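 further: in these data hits start at about 27%; measured in HUVEC primary endothelial cells; signal is the percent of cells scored E-selectin positive by PE staining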
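Read-out: % PE-positive cells | Test system: HUVEC | Doses: One compound dose added by pin transfer | Buffer or medium: EGM-2 over gelatin coat | Signal: Immunofluorescence imaging | Benchmarks: TNF-alpha, DMSO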
PglD DTNB: inhibitors of Campylobacter jejuni PglD acetyltransferase; purified PglD enzyme, DTNB colorimetric CoA detection; inhibition, % at 12.5 µM; 360,000 tested, 0.098% active; AID 602405; in the data active means inhibition above about 16%, passing the limit was not always enough; inconclusive means no clear call, values can overlap the other calls; further: strong numbers were not always called active
esBAF inh: blocks esBAF chromatin remodeling in mouse ES cells; Bmi1-luciferase knock-in reporter, 24 h; 100% = twice the neutral-well signal; reporter increase, % at 12.5 µM; 350,000 tested, 2% active; AID 602393; in the data active means activation above about 40%; inconclusive means no clear call, values can overlap the other calls;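 further: 0% = median of the plate's neutral control wells and 100% = double that signal; a rise in the Bmi1 reporter signal indicates esBAF inhibition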
* marks the source's active call; other numbers are inactive results; ? = inconclusive; . = no result given; & = joins results of further samples. Some of the compounds tested (hit frequency here may not be typical).

SMILES	RAD54 inh	E-selectin induc	PglD DTNB	esBAF inh
COc1ccc2c3c([nH]c2c1)[C@@H](CO)N(Cc1cc(F)ccc1F)CC31CCN(C(C)=O)CC1	.	-0.5	.	.
C[C@H]1CN([C@@H](C)CO)C(=O)c2cc(/C=C/c3ccccc3)cnc2O[C@@H]1CN(C)C(=O)C1CC1	.	-0.2	.	.
C/C=C/c1ccc(C2[C@H]3CNC[C@@H]2N3C(=O)Nc2ccccc2Cl)cc1 (some centres undefined)	.	0.2&0.0	.	.
C/C=C/c1cnc2c(c1)C(=O)N([C@H](C)CO)C[C@H](C)[C@@H](CN(C)C(=O)C1CCC1)O2	.	-0.3	.	.
COc1ccc(NC(=O)N(C)C[C@@H]2Oc3ncc(-c4ccccc4)cc3C(=O)N([C@H](C)CO)C[C@@H]2C)cc1	.	0.7	.	.
COc1ccc2c3c([nH]c2c1)[C@H](CO)N(Cc1ccc(F)cc1)CC31CN(C(C)=O)C1	.	-0.4	.	.
C[C@H]1CN([C@@H](C)CO)C(=O)c2cccc(NC(=O)C3CCOCC3)c2O[C@@H]1CN(C)Cc1ccc(C(=O)Nc2ccccc2N)cc1	.	-0.2	.	.
Cn1cnc(S(=O)(=O)N2C[C@@H]3N[C@H](C2)C3c2ccc(-c3ccccc3F)cc2)c1 (some centres undefined)	.	-0.1&-0.1	.	.
COc1ccc2c3c(n(C)c2c1)[C@@H](CO)N(C)CC31CCN(S(=O)(=O)c2cn(C)cn2)CC1	.	0.2	.	.
CCC(=O)N1CC2(CCN(S(C)(=O)=O)CC2)c2c(n(C)c3cc(OC)ccc23)[C@@H]1CO	.	-0.4	.	.
C[C@H](CO)N1C[C@H](C)[C@H](CN(C)Cc2ccccc2)Oc2ncc(-c3cccnc3)cc2C1=O	.	-0.2	.	.
CC1Cc2ccccc2N1C(=O)CSc1nnc(NC(=O)Cc2cccs2)s1 (centres undefined)	.	2.1	.	.
Fc1cccc(-c2ccc(C3[C@H]4CNC[C@@H]3N4Cc3ccccn3)cc2)c1 (some centres undefined)	.	0.0	.	.
Cc1noc(C)c1NC(=O)N(C)C[C@@H]1Oc2ccc(NC(=O)CCC(F)(F)F)cc2C(=O)N([C@@H](C)CO)C[C@H]1C	.	0.6	.	.
COCC(=O)N1CC2(C1)CN(Cc1cccc(OC)c1)[C@@H](CO)c1[nH]c3cc(OC)ccc3c12	.	-0.4	.	.
C[C@@H]1CN([C@@H](C)CO)C(=O)Cc2cc(NC(=O)Cn3cnnn3)ccc2O[C@H]1CN(C)C(=O)Nc1cccc2ccccc12	.	-4.1	.	.
C[C@H](CO)N1C[C@H](C)[C@@H](CN(C)C(=O)Nc2ccc(C(F)(F)F)cc2)Oc2ccc(NC(=O)CCCCCC(=O)Nc3ccccc3N)cc2C1=O	.	0.1	.	.
C[C@@H]1CCCCO[C@H](CN(C)C(=O)NC2CCCCC2)[C@@H](C)CN([C@H](C)CO)C(=O)c2cc(NS(=O)(=O)c3cn(C)cn3)ccc2O1	.	-0.5	.	.
CCC(=O)N(C)C[C@@H]1Oc2cc(C3=CCCCC3)ccc2S(=O)(=O)N([C@@H](C)CO)C[C@H]1C	.	-0.5	.	.
CC(=O)N(C)C[C@H]1Oc2cc(C3=CCCCC3)ccc2S(=O)(=O)N([C@H](C)CO)C[C@@H]1C	.	-0.3	.	.
COc1ccc2c3c([nH]c2c1)[C@@H](CO)N(S(C)(=O)=O)CC31CN(C(=O)Cc2cccnc2)C1	.	0.0	.	.
C[C@H]1CN([C@@H](C)CO)S(=O)(=O)c2ccc(C3=CCCCC3)cc2O[C@@H]1CN(C)Cc1ccccc1	.	-0.5	.	.
C[C@@H]1CN([C@@H](C)CO)C(=O)c2cc(C#CC3(O)CCCC3)cnc2O[C@H]1CN(C)C(=O)C1CC1	.	0.8	.	.
COc1ccc2c3c(n(C)c2c1)[C@H](CO)N(C)CC31CCN(CC2CC2)CC1	.	0.1	.	.
COc1ccc2c3c([nH]c2c1)[C@H](CO)N(CC1CC1)CC31CCN(Cc2ccccc2F)CC1	.	0.0	.	.
C[C@@H]1CN([C@@H](C)CO)C(=O)Cc2cc(NC(=O)Cn3cnnn3)ccc2O[C@@H]1CN(C)S(=O)(=O)c1ccccc1	.	-0.3	.	.
COc1cc(CN2C[C@@H]3N[C@H](C2)C3c2ccc(/C=C/c3ccccc3)cc2)cc(OC)c1 (some centres undefined)	.	-0.1&0.0	.	.
COc1ccc(-c2coc3cc4oc(=O)c5ccccc5c4cc23)cc1F	.	0.7	.	.
C[C@H](CO)N1C[C@H](C)[C@H](CN(C)Cc2ccccc2)Oc2cc(C3=CCCCC3)ccc2S1(=O)=O	.	0.4	.	.
C[C@@H]1CCCCO[C@@H](CN(C)C(=O)Cc2ccccc2)[C@@H](C)CN([C@H](C)CO)C(=O)c2cc(NC(=O)Nc3ccc(F)cc3)ccc2O1	.	-0.1	.	.
C[C@@H]1CN([C@@H](C)CO)C(=O)c2cc(C#CC3CC3)cnc2O[C@@H]1CN(C)C(=O)c1ccncc1	.	3.3	.	.
COc1ccc(-c2cnc3c(c2)C(=O)N([C@@H](C)CO)C[C@H](C)[C@@H](CN(C)S(=O)(=O)c2ccc(OC)cc2)O3)cc1	.	-0.2	.	.
C[C@@H]1CN([C@H](C)CO)C(=O)c2cc(NS(=O)(=O)c3ccccc3)ccc2O[C@H]1CN(C)S(=O)(=O)c1cn(C)cn1	.	0.4	.	.
COc1ccc2c3c([nH]c2c1)[C@@H](CO)N(C(=O)CN1CCOCC1)CC31CCN(C(C)=O)CC1	.	-0.5	.	.
C[C@@H]1CN([C@@H](C)CO)C(=O)c2cccc(NC(=O)CCCCCC(=O)Nc3ccccc3N)c2O[C@H]1CN(C)Cc1ccccc1	.	1.3	.	.
COc1ccc2c3c(n(C)c2c1)[C@H](CO)N(Cc1ccc(F)cc1)CC31CN(CC2CCOCC2)C1	.	-0.4	.	.
CN(C(=O)c1c(Br)cnn1C)C12CC3CC(CC(C3)C1)C2	.	0.0	.	.
CO[C@@H]1CN(C)C(=O)c2ccc(NC(=O)c3nc4ccccc4s3)cc2OC[C@@H](C)N(Cc2cncnc2)C[C@@H]1C	.	?	.	.
COc1ccc2c3c([nH]c2c1)[C@@H](CO)N(C(=O)Nc1ccc(F)cc1)CC31CN(Cc2ccccc2OC)C1	.	-0.4	.	.
COc1ccc2c3c([nH]c2c1)[C@@H](CO)N(Cc1nccs1)CC31CN(C(=O)C2CCOCC2)C1	.	-0.2	.	.
COc1ccc2c3c([nH]c2c1)[C@H](CO)N(C(=O)c1ccccc1)CC31CN(S(=O)(=O)c2cccs2)C1	.	-0.2	.	.
COc1ccc2c3c(n(C)c2c1)[C@H](CO)N(S(C)(=O)=O)CC31CCN(C(=O)c2ccccn2)CC1	.	0.0	.	.
COc1ccc2c3c(n(C)c2c1)[C@H](CO)N(CC1CC1)CC31CCN(C(=O)Nc2ccc(F)cc2F)CC1	.	0.3	.	.
C[C@H](CO)N1C[C@H](C)[C@H](CN(C)CC2CC2)Oc2cc(C#Cc3cccnc3)ccc2S1(=O)=O	.	1.3	.	.
COc1cc(CN2C[C@@H]3N[C@H](C2)C3c2ccc(-c3cncnc3)cc2)cc(OC)c1 (some centres undefined)	.	0.0&0.1	.	.
COc1ccccc1NC(=O)N1C[C@@H]2N[C@H](C1)C2c1ccc(/C=C/c2ccccc2)cc1 (some centres undefined)	.	0.3&-0.1	.	.
COc1ccc2c3c(n(C)c2c1)[C@H](CO)N(C)CC31CCN(S(=O)(=O)c2cccc(C)c2)CC1	.	-0.1	.	.
C=CCOc1ccc(CNc2nccs2)cc1OCC	-22	.	.	-7
Cc1nn(C)cc1CNC(=O)Nc1ccc(Cl)c(Cl)c1	2	.	.	35
O=c1c2ccccc2nc(SCc2nc(-c3ccccc3)no2)n1-c1ccc(F)cc1	-7	.	.	1
CN(C)c1ccc(NC(=S)N(CCc2ccccc2)C2CC(=O)N(c3c(Cl)cccc3Cl)C2=O)cc1 (centres undefined)	-1	.	-6	.
O=c1c2c3nc4ccccc4nc3n(/N=C/c3ccncc3)c2ncn1-c1ccccc1	4	.	-4	.
O=C(NCCc1ccncc1)C12CC3CC(CC(C3)C1)C2	-4	.	4	.
O=C(NCCc1ccccc1)C1CCN(S(=O)(=O)c2ccc(Br)s2)CC1	-8	.	-2	.
CC(=O)NCCOc1nc(N(C)C)nc(N2CCOCC2)n1	1	.	-26	.
CC(C)N(Cc1ccccc1)C(=O)COC(=O)c1ccc2c(c1)OCCO2	-5	.	-1	.
CC(C)(C)/C(O)=C(/C#N)c1nc2ccccc2[nH]1	8	.	5	.
COc1ccc(NC(=O)CCN2C(=O)C3C4CCC(C4)C3C2=O)cc1 (centres undefined)	-16	.	-3	.
O=C(c1cncc(Br)c1)N1CCCc2ccccc21	5	.	0	.
CC(C)C(=O)Nc1ccc(NC(=O)c2cccc(F)c2)cn1	-1	.	-4	.

Of the compounds above, 3 have bromine.
SMILES	RAD54 inh	E-selectin induc	PglD DTNB	esBAF inh
CN(C(=O)c1c(Br)cnn1C)C12CC3CC(CC(C3)C1)C2	.	0.0	.	.
O=C(NCCc1ccccc1)C1CCN(S(=O)(=O)c2ccc(Br)s2)CC1	-8	.	-2	.
O=C(c1cncc(Br)c1)N1CCCc2ccccc21	5	.	0	.

Continued.
SMILES	RAD54 inh	E-selectin induc	PglD DTNB	esBAF inh
CCCCNC(=O)CCCCCn1c(=O)[nH]c2cc(OC)c(OC)cc2c1=O	-6	.	3	.
CCNc1nc(N)nc(Oc2ccc(OCCOc3ccccc3)nn2)n1	3	.	3	.
Cc1cc(F)ccc1NCC(=O)Nc1ccccc1Br	5	.	5	.
c1ccc(-c2ccccc2-c2nc(-c3ccncc3)no2)cc1	-1	.	-2	.
COc1ccc(NC(=O)CSc2nc3[nH]ncc3c(=O)n2-c2ccccc2OC)cc1OC	5	.	-3	.
COC(=O)c1ccc(N)cc1O	-4	.	-2	.
CC12CN(C(=O)c3ccc(Cl)cc3)C3(C#N)CC1CCC23C (centres undefined)	1	.	0	.
Cc1ccc(C(=O)N(CN2CCCC2=O)c2ccccc2)cc1C	-8	.	1	.
Cc1cc(-c2ccccc2)c2c(=O)[nH][nH]c2n1	3	.	-1	.
Cc1ccc(N(CN2CCCC2=O)C(=O)c2ccc(OC(C)C)cc2)cc1	-11	.	-4	.
Cc1nc(NC(=O)CCCC(=O)Nc2nc(C)c(C)s2)sc1C	-4	.	0	.
Cc1onc(-c2ccccc2)c1C(=O)Nc1cc(C(F)(F)F)ccc1N1CCOCC1	3	.	4	.
CC(C)C1Cc2c(C#N)c(N)n(C)c(=S)c2CO1 (centres undefined)	-4	.	-4	.
Cc1sc2nc(SCC(=O)NCCO)n(C)c(=O)c2c1C	15	.	6	.
CCOc1ccc2[nH]c(=O)c(CN(CC3COCCO3)C(=O)c3ccco3)cc2c1 (centres undefined)	-6	.	5	.
COCCNC(=O)c1c(N)n(CCC2=CCCCC2)c2nc3ccccc3nc12	-6	.	-2	.
O=C(NCC1COCCO1)c1cc(COc2ccc(F)cc2F)on1 (centres undefined)	-8	.	4	.
CN(C)CCCNCCCNC(=O)/C(=N\O)c1ccccn1	-2	.	-1	.
Cc1cccnc1NC(=O)CSc1nnc(Cc2ccccc2)o1	-3	.	3	.
Cc1ccc(Cl)cc1N1CCN(S(=O)(=O)c2ccc3c(c2)OCCO3)CC1	4	.	0	.

2 records picked at random from those above:
SMILES	RAD54 inh	E-selectin induc	PglD DTNB	esBAF inh
CCC(=O)N(C)C[C@@H]1Oc2cc(C3=CCCCC3)ccc2S(=O)(=O)N([C@@H](C)CO)C[C@H]1C	.	-0.5	.	.
COc1cc(CN2C[C@@H]3N[C@H](C2)C3c2ccc(/C=C/c3ccccc3)cc2)cc(OC)c1 (some centres undefined)	.	-0.1&0.0	.	.

Following part:
SMILES	RAD54 inh	E-selectin induc	PglD DTNB	esBAF inh
COc1ccc(CN2CCN(C(=O)C3CC(=O)N(C4CCCCCC4)C3)CC2)c(OC)c1OC (centres undefined)	-6	.	-5	.
Cc1nccc(-c2ccc(-n3cnc4ccccc43)cc2)n1	5	.	-8	.
CN(Cc1ccccc1)C(=O)[C@H]1CCC(=O)N1Cc1ccco1	-4	.	11	.
O=C(CN(Cc1cccs1)S(=O)(=O)c1ccc(S(=O)(=O)NC2CCCCC2)cc1)Nc1ccccc1	1	.	4	.
COc1cc(OC)cc(C(=O)NC2=NCCS2)c1	2	.	3	.
Cc1c(Cl)c(-c2n[nH]c(=S)n2-c2ccc(F)cc2)nn1C	4	.	-2	.
CCn1cc(C(=O)NCc2ccccn2)c(=O)c2cc(F)c(N3CCN(C)CC3)cc21	6	.	0	.
CCOC(=O)N1CCN(C(=O)c2ccc3nc(C)sc3c2)CC1	-3	.	-1	.
CC1(C)CC(=O)C(C=NCCN2CCN(C(=O)C34CC5CC(CC(C5)C3)C4)CC2)=C(O)C1	3	.	7	.
CCCCNC(=O)CSc1cc(=O)n(C)c2ccccc12	-2	.	-1	.
CC(NC(=O)c1ccc(Br)cc1)c1ccc2c(c1)CCCC2 (centres undefined)	-6	.	3	.
